M1 ag: human M1 muscarinic receptor agonism; activation, % at 3 µM; actives 0.33% (n = 360,000); CHO-K1 hM1, Fluo-8 calcium fluorescence, agonist mode; 0% DMSO, 100% acetylcholine EC100;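 active = activation above the run's mean compound activation plus 3 SD, cut at about 16% in these data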;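 note: peak over basal fluorescence ratio within a 140 s kinetic read after compound addition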
Target sequence (P11229 whole entry, looked up): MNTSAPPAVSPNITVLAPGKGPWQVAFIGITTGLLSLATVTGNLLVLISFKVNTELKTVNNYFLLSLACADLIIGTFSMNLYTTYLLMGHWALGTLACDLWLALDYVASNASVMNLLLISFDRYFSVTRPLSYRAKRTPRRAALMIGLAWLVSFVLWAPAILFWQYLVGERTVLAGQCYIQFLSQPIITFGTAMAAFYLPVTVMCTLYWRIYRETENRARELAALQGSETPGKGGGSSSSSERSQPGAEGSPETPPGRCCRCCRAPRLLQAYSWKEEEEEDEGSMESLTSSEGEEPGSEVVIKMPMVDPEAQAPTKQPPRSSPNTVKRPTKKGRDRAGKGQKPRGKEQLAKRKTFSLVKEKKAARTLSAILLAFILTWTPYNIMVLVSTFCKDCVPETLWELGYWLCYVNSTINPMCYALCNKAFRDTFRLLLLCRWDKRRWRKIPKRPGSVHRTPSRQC
CHRM1 PAM: human CHRM1 positive allosteric modulation. P11229. CHO-K1 hM1, Fluo-8 calcium fluorescence, ACh EC20; 0% = ACh EC20, 100% = maximal ACh. activation, % at 3 µM. actives 0.088% (n = 360,000); in the data active = activation above about 19%, passing the limit was not always enough
M4 ag: CHRM4 agonism in calcium assay | P08173 | CHO-K1 hM4/Gqi5, Fluo-8 calcium fluorescence; vehicle 0%, full acetylcholine response 100% | activation, % at 3 µM | actives 0.14% (n = 360,000);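 active = activation above the run mean over all test wells plus 3 SD, cut at about 32% in these data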;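 note: peak over basal fluorescence ratio per well then scaled between controls; 0% = DMSO wells and 100% = acetylcholine at EC100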
Target sequence (P08173 whole entry, looked up): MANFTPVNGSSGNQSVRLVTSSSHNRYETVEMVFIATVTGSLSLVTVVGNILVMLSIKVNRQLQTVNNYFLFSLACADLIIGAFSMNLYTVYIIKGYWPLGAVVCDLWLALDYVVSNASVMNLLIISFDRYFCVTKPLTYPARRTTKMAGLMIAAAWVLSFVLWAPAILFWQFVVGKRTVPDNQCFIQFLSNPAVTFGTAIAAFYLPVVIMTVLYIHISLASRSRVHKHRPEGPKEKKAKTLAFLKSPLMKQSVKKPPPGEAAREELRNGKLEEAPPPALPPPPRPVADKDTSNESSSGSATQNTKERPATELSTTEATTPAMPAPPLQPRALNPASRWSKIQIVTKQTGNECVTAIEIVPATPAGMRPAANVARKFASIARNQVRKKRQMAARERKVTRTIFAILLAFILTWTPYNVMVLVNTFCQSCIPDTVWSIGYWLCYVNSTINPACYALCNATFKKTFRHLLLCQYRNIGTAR
M4 antag: antagonists of human muscarinic M4 receptor (CHRM4); P08173; CHO-hM4 cells, ACh EC80, Fluo-8 calcium fluorescence; inhibition, % at 3 µM; actives 0.73% (n = 360,000);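 active = inhibition above its plate's cutoff, the mean inhibition of sample wells plus 3 SD, cut at about 27% in these data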;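 note: 0% = acetylcholine EC80 with DMSO and 100% = DMSO without agonist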
M1 antag: blocks human M1 muscarinic receptor | CHO-K1 hM1, Fluo-8 calcium fluorescence, ACh EC80 antagonist | inhibition, % at 3 µM | actives 1.3% (n = 360,000) | AID 588852;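 active = percent inhibition above its own plate's cutoff, namely the mean of that plate's compound wells plus 3 SD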;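 note: peak over basal fluorescence ratio during 140 s after agonist addition; 0% = ACh EC80 plus DMSO and 100% = DMSO alone without agonist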
M1 ag parental: nonselective activator or artifact in parental CHO-K1 cells; Fluo-8 calcium fluorescence; scaled to maximal ATP response, vehicle zero; activation, % at 3 µM; actives 0.48% (n = 360,000); in the data active = activation above about 15%;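 note: untransfected CHO-K1 host cells lacking M1 receptor as counterscreen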
CHO-K1 Ca antag: nonselective inhibitor or artifact in parental CHO-K1 cells; ATP-induced calcium, Fluo-8 fluorescence; inhibition, % at 3 µM; actives 0.6% (n = 360,000); AID 602250;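 active = inhibition above a per-plate cutoff, the plate's mean sample inhibition plus 3 SD, cut at about 24% in these data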;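 note: 0% = DMSO plus EC80 ATP and 100% = DMSO alone without ATP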
CHO parental Ca: counter-screen: ATP calcium response change in parental CHO cells. parental CHO-K1, ATP-induced calcium, Fluo-8 fluorescence. inhibition, % at 5.6 µM. actives 0.63% (n = 330,000);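 active = inhibition above that plate's mean sample inhibition plus 3 SD, cut at about 26% in these data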;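 note: 0% = ATP-challenged DMSO wells and 100% = DMSO wells without ATP; some compounds past the cut are filed as inactive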
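Test system: parental CHO cells; detection: calcium-sensitive Fluo-8 fluorescence; evaluation: percent inhibition of calcium signal; also added: ATP as calcium-mobilizing challenge; repeats: one well per compound; control set: ATP-challenged DMSO wells low, unchallenged DMSO wells high; compound: single nominal dose of 5.6 µM per compound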
OXTR potentiator: potentiates the human oxytocin receptor response | activation, % at 3 µM | CHO-OTR cells, Fluo-8 calcium fluorescence, potentiator mode; 0% = oxytocin EC15, 100% = EC100 | actives 0.061% (n = 320,000) | AID 2445;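 active = activation above that plate's cutoff, the mean activation of tested compounds plus 3 SD, cut at about 6.6% in these data, passing the limit was not always enough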;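 note: 100% uses oxytocin at 75 nM as the full agonist control; some results filed as inactive read as strong as hits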
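Replication – single well per compound, singlicate · Assay system – CHO cell line stably expressing human OTR · Timing – 6 min pre-incubation, 100 s read · Measure – normalized max/min fluorescence ratio, % activation · Doses – 3.0 µM, one dose · Detection – Fluo-8 calcium dye fluorescence · Probe or stimulus – oxytocin near EC15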
* = called active by the depositor; . = not tested or not shown.

SMILES | M1 ag | CHRM1 PAM | M4 ag | M4 antag | M1 antag | M1 ag parental | CHO-K1 Ca antag | CHO parental Ca | OXTR potentiator
CCOC(=O)C(C)(C)Sc1nc2c(cnn2-c2ccc(C)cc2)c(=O)[nH]1 | -3 | 6 | -1 | 3 | -14 | -0.1 | 5 | -26 | -8
Cc1sc(NC(=O)C2C3CCC(C3)C2C(=O)O)c(C(N)=O)c1-c1ccc(C(C)(C)C)cc1 (stereo not given) | 2 | 10 | -2 | -1 | -3 | 1.5 | -1 | -19 | -6
CCOc1ccc(-n2cnc3sc(C)c(C)c3c2=O)cc1 | -4 | 5 | 1 | 0 | -12 | -0.1 | 10 | -2 | -9
COCC(=O)Nc1nnc(COc2ccc(Cl)cc2)s1 | 0 | 11 | 2 | -1 | -21 | 0.9 | -1 | -7 | -17
FC(F)(F)c1ccc(-n2cn[nH]c2=S)cc1 | -5 | 5 | -1 | -15 | -8 | 0.4 | -6 | -5 | -7
NC(=O)NC(CC(=O)NCCCc1ccccc1)c1ccccc1Cl (stereo not given) | -3 | 6 | 2 | -10 | -9 | 0.3 | -16 | -10 | -4
COc1ccc(CNC(=O)c2cc(-c3ccccc3OC)on2)cc1 | -8 | 4 | -1 | -10 | -7 | 0.6 | -15 | -25 | -1
CCCCC(=O)Nc1cccc(-c2csc(-c3ccccc3)n2)c1 | -9 | 0 | 1 | -7 | 0 | 0.6 | 7 | -18 | -3
CN(C(=O)COC(=O)c1ccccc1OCc1ccc(Cl)cc1)c1c(N)n(Cc2ccccc2)c(=O)[nH]c1=O | -1 | 9 | 0 | -8 | -9 | 0.1 | -2 | -5 | -9
COc1ccc(C(C)=O)cc1COc1ccccc1[N+](=O)[O-] | -5 | 12 | 0 | 4 | -12 | 0.6 | -8 | -23 | 5
O=C(CNC(=S)NC(=O)c1cccc([N+](=O)[O-])c1)c1ccccc1 | -7 | 9 | 2 | -1 | -7 | 0.4 | 6 | -12 | -5
C[C@@H](N)C(=O)NC[C@H]1O[C@@H](n2cnc3c(N)ncnc32)[C@H](O)[C@@H]1O | -3 | 5 | 0 | -6 | -7 | 0.5 | -16 | -8 | .
CCOC(=O)CSCc1csc(CC(=O)Nc2ccccc2C)n1 | -2 | 0 | 2 | -3 | 3 | 0.4 | 2 | 1 | -1
COC(=O)c1c(-c2cccs2)csc1NC(=O)CN1CCOCC1 | -4 | -3 | 1 | 4 | 15 | 0.7 | 10 | -24 | -18
CC(=O)N(CCC(Cc1ccccc1)c1ccc2c(c1)OCO2)Cc1ccccc1F (stereo not given) | -3 | -2 | -1 | 2 | -9 | -0.1 | 1 | -30 | -17
COc1ccc(CNC(=O)[C@H](C)NC(=O)N2CCn3c2nc2ccccc23)cc1 | -5 | 2 | 3 | -8 | -8 | 0.8 | -18 | -19 | 0
O=C(C[C@H]1C/C=C\CC[C@H](Cc2ccc(F)cc2)C(=O)O[C@@H](c2ccccc2)CNC1=O)N[C@H](CO)Cc1ccccc1 | 36* | 3 | 28 | -5 | 9 | 6.1 | -17 | -18 | -9
O[C@H]1CN(Cc2cccs2)[C@@H](c2ccc(Cl)cc2)C[C@@H]1n1cc(C2CC2)nn1 | -1 | -1 | 1 | -22 | -2 | 0.1 | -9 | . | .
O=C(NCc1ccccc1)c1ccc(N2C(=O)C3CCCCC3C2=O)cc1 (stereo not given) | -6 | 5 | 2 | 7 | -2 | 0.7 | -2 | 0 | -9
Cn1c(=O)[nH]c(=O)c2c1nc(Br)n2CCOc1ccccc1 | -2 | 7 | 8 | 0 | -4 | 1.7 | 12 | -10 | -13
COc1cccc(NC(=O)CSc2ncnc3c2cnn3Cc2ccccc2)c1 | -4 | -3 | 2 | 7 | 1 | 0.3 | 3 | 6 | -9
COc1cccc(C2CC(=O)N3CN(c4ccccc4F)CSC3=C2C#N)c1 (stereo not given) | -5 | 10 | 0 | 4 | -11 | 0.4 | 1 | 3 | -5
O=[N+]([O-])c1cccc(C(=S)N2CCN(c3ccccc3F)CC2)c1 | -10 | 5 | 2 | 1 | -2 | -0.2 | 7 | -12 | -4
O=C(O)c1cc(O)c2c(c1)[C@@H]([C@H]1c3cc(C(=O)O)cc(O)c3C(=O)c3c(O[C@@H]4O[C@H](CO)[C@@H](O)[C@H](O)[C@H]4O)cccc31)c1cccc(OC3O[C@H](CO)[C@@H](O)[C@H](O)[C@H]3O)c1C2=O (stereo not given in full) | 1 | -2 | 0 | -7 | -16 | -0.2 | 6 | 11 | -11
Cc1ccc(NC(=O)CCC(C(=O)O)N2C(=O)c3ccccc3C2=O)cc1 (stereo not given) | -3 | 5 | 0 | 12 | 0 | 0.3 | 0 | -7 | -3

3 compounds already listed, ordered by the value under M4 ag, smallest number first.
smiles | CHRM1 PAM | M4 ag | M4 antag | M1 antag
CCOC(=O)C(C)(C)Sc1nc2c(cnn2-c2ccc(C)cc2)c(=O)[nH]1 | 6 | -1 | 3 | -14
COc1ccc(C(C)=O)cc1COc1ccccc1[N+](=O)[O-] | 12 | 0 | 4 | -12
COC(=O)c1c(-c2cccs2)csc1NC(=O)CN1CCOCC1 | -3 | 1 | 4 | 15

Record cards, as listed above. Values in the order: M1 ag	CHRM1 PAM	M4 ag	M4 antag	M1 antag	M1 ag parental	CHO-K1 Ca antag	CHO parental Ca	OXTR potentiator
Record of O=C(O)c1cc(O)c2c(c1)[C@@H]([C@H]1c3cc(C(=O)O)cc(O)c3C(=O)c3c(O[C@@H]4O[C@H](CO)[C@@H](O)[C@H](O)[C@H]4O)cccc31)c1cccc(OC3O[C@H](CO)[C@@H](O)[C@H](O)[C@H]3O)c1C2=O (stereo not given in full) = 1	-2	0	-7	-16	-0.2	6	11	-11
Record of COc1ccc(CNC(=O)[C@H](C)NC(=O)N2CCn3c2nc2ccccc23)cc1 = -5	2	3	-8	-8	0.8	-18	-19	0
Record of COC(=O)c1c(-c2cccs2)csc1NC(=O)CN1CCOCC1 = -4	-3	1	4	15	0.7	10	-24	-18

Carrying on:
SMILES | M1 ag | CHRM1 PAM | M4 ag | M4 antag | M1 antag | M1 ag parental | CHO-K1 Ca antag | CHO parental Ca | OXTR potentiator
CC(C)Oc1ccc(CN2CCC(n3nccc3NC(=O)c3cccnc3)CC2)cc1 | -5 | -1 | 0 | -4 | 11 | 0.1 | -14 | -6 | -4
O=C(CN1CCOCC1)Nc1nc(-c2ccccc2)cs1 | -2 | 5 | 13 | -1 | -7 | 7.2 | -16 | 8 | -13
C[C@@H]1CN(Cc2nc(-c3ccc(Cl)cc3)no2)C[C@H](C)O1 | 2 | 12 | 5 | 0 | -6 | 4.4 | -9 | -17 | -4
N#CCCn1cc(/C=N/NC(=O)c2ccncc2)c(-c2ccc(F)cc2)n1 | -7 | 9 | 1 | 3 | -3 | 10.0 | 6 | -11 | -2
C=CCNC(=O)COc1ccc(S(=O)(=O)Nc2ccc(OCC)cc2)cc1 | 8 | 4 | 2 | -2 | -1 | 2.7 | -5 | -5 | -2
CSc1nc2nc3c(c(=O)n2[nH]1)CN(Cc1ccccc1)CC3 | -5 | 10 | 3 | -3 | -4 | 0.1 | 12 | -14 | 1
O=C(Nc1ccccc1)c1ccc(NCc2cccnc2)c(S(=O)(=O)N2CCOCC2)c1 | -3 | 4 | 3 | -1 | -4 | 0.7 | -4 | -15 | -17
COC(=O)C1=NNC2(c3ccc(Cl)cc3)C(=O)N(c3ccc(Cl)cc3)C(=O)C12 (stereo not given) | -5 | -9 | 6 | -6 | 9 | 2.1 | 12 | -18 | -9
O=[N+]([O-])c1ccccc1S(=O)(=O)NCCc1ccncc1 | -8 | 11 | 1 | -3 | -7 | 0.3 | -12 | 0 | -1
COc1ccc(NC(=O)c2nn(C)cc2[N+](=O)[O-])cc1 | -3 | 4 | -1 | -4 | -8 | -0.5 | -7 | -10 | -9
CCOc1cc(C(c2c(C)[nH][nH]c2=O)c2c(C)[nH][nH]c2=O)ccc1OS(=O)(=O)c1ccccc1 | -4 | 4 | 1 | 6 | 1 | 0.7 | -11 | -2 | -1
COc1ccc(-c2cn3c(C)c(C(=O)Nc4cccc(C)n4)sc3n2)cc1 | -2 | -10 | 6 | 2 | 22 | 4.4 | 8 | -16 | 0
O=C(O)c1ccc(CNC(=O)c2ccc(S(=O)(=O)N3CCCCC3)cc2)cc1 | -3 | -2 | 1 | -22 | 8 | 1.1 | -3 | -4 | -4
CCOC(CNc1ncnc2sc(-c3ccccc3)cc12)OCC | -5 | -1 | 4 | 4 | 0 | 2.0 | -10 | -23 | -2
COC(=O)CN1C(c2ccc(Cl)cc2)=Nc2ccc(Cl)cc2C1c1ccccc1 (stereo not given) | -11 | -12 | 0 | 13 | 6 | 1.7 | -6 | 0 | -9
Cc1onc(-c2ccccc2)c1C(=O)Nc1cccc(S(=O)(=O)NC2=NCCC2)c1 | -1 | 8 | 2 | -10 | -3 | 0.0 | 6 | -23 | 2
CC(=O)Nc1ccc(S(=O)(=O)NCc2nc(-c3ccc(C)cc3)no2)cc1 | 2 | 7 | 2 | -12 | -11 | 4.9 | -15 | -18 | 0
COc1ccc(OC)c(C(=O)NC(CC(N)=O)c2ccc(NC(C)C)c([N+](=O)[O-])c2)c1 (stereo not given) | -3 | 7 | 0 | 11 | -8 | 0.8 | -5 | -12 | -1
COc1nccnc1NS(=O)(=O)c1ccc(NCc2cc(Br)ccc2O)cc1 | -9 | 2 | 4 | 2 | 1 | 2.7 | -8 | -13 | -7
Cc1cc(=O)n2[nH]c(-c3ccc(F)cc3)nc2n1 | -4 | 7 | 0 | 5 | -7 | 0.2 | -1 | 5 | -1
CCOC(=O)c1ccc2c(c1)NCc1cccc(OC)c1O2 | -6 | 10 | -2 | -4 | -13 | -1.0 | -18 | -17 | 1
Cc1ccc2c(CC(=O)N3CCN(S(=O)(=O)c4cccs4)CC3)coc2c1 | -5 | -2 | 7 | -6 | -5 | 3.0 | -5 | -14 | -13
Cc1cc(C)c2sc(N(CCCN(C)C)C(=O)c3ccc(S(=O)(=O)N(C)C4CCCCC4)cc3)nc2c1 | -6 | 0 | 6 | -3 | 1 | 3.6 | -1 | -6 | -15
CN(C)c1ccc(O)c2c1CC1CC3C(N(C)C)C(=O)C(C(N)=O)=C(O)[C@@]3(O)C(=O)C1=C2O (stereo not given in full) | -1 | 6 | 1 | -10 | -28 | 1.0 | -7 | 0 | -6
Cc1cc(N2CCN(c3ccccc3)CC2)nc(-n2nc(C)cc2C)n1 | -6 | 2 | 1 | -8 | -4 | 0.7 | -8 | -30 | -5
NS(=O)(=O)c1ccc(CCNC(=S)Nc2ccccc2)cc1 | -6 | -2 | 0 | 1 | 3 | 0.2 | -4 | 8 | -7
CCOC(=O)c1cnc2ccc(OCC)cc2c1N1CCN(c2ccccc2OC)CC1 | -1 | -12 | 5 | 13 | 34* | 2.8 | -1 | -42 | -14
COc1cc(/C=N/Nc2ccc([N+](=O)[O-])cc2S(=O)(=O)N2CCOCC2)cc(OC)c1OC | -5 | 7 | 3 | -5 | -10 | 1.0 | -18 | -7 | -14
COCc1cc(C)nc2sc(C(=O)Nc3ccccc3F)c(N)c12 | -2 | 7 | 1 | 4 | -13 | 0.5 | -5 | -15 | 6
Cc1ccc(NC(=O)C2CC(=O)N/C(=N/N=C/c3ccco3)S2)cc1C (stereo not given) | -7 | 3 | 4 | 5 | 14 | 1.2 | 7 | -3 | -5

Screening results (PubChem)
